# Screening data from PubChem BioAssay.
# Yeast superoxide: caloric restriction mimetics inhibiting age-related superoxide in yeast | S. cerevisiae aged cells, superoxide DHE fluorescence; hits give low values | superoxide response (% of plate mean), % at 10 µM | actives 0.18% (n = 330,000);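 active = superoxide response under a set limit, about three screen SD below normal, cut at about 65% in these data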;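 also: yeast aged for seven days with compound at 30 °C before DHE staining; 100% = average MFI of all compound-treated wells on the plate with controls excluded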
# Efflux pump mplx: blocks antifungal efflux pumps in multiplex yeast assay | actives 0.44% (n = 330,000) | S. cerevisiae Candida pump triplex, Nile Red efflux | inhibition, % at 10 µM | AID 485275;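 active = plate passing quality check with inhibition over a set limit, or well fluorescence over plate mean plus 4 SD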;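 also: Nile Red retained in pooled yeast measured as flow cytometry median fluorescence; 0% = buffer negative control and 100% = Enniatin B positive control; higher means more Nile Red kept so more efflux inhibition; some compounds called inactive have numbers as strong as hits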
# AGP1-GFP MLPCN: alters AGP1-GFP fluorescence in TOR pathway yeast screen; S. cerevisiae AGP1-GFP multiplex flow cytometry, 3 h; GFP as percent of DMSO wells; GFP response vs DMSO, % at 10 µM; actives 0.02% (n = 320,000); AID 2066;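 active = GFP response relative to DMSO above a set limit, near screen average plus 3 SD, cut at about 150% in these data; inconclusive = fewer than 70 cells counted for the yeast strain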;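 also: median GFP channel fluorescence of the gated AGP1 strain per well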
# LAP4 TOR yeast: alters LAP4-GFP fluorescence in TOR pathway yeast screen; S. cerevisiae LAP4-GFP multiplex, flow cytometry GFP, 3 h; median GFP as percent of DMSO wells; AID 2023; actives 0.34% (n = 320,000); GFP response vs DMSO, % at 10 µM;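 active = GFP response vs DMSO above a set limit, about the screen mean plus 3 SD, cut at about 150% in these data; inconclusive = under 70 cell events counted for the yeast strain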
# MEP2 TOR yeast: yeast TOR pathway MEP2-GFP modulation; S. cerevisiae MEP2-GFP strain, flow cytometry GFP, 3 h; 100% = DMSO control level; GFP response vs DMSO, % at 10 µM; AID 2016; actives 0.51% (n = 330,000);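 active = GFP response versus DMSO above a set limit, roughly screen mean plus 3 SD, cut at about 180% in these data; inconclusive = fewer than 70 cells counted for a yeast strain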;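 also: median GFP fluorescence of the barcode-gated MEP2-GFP cells per well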
# RPL19A-GFP yeast: modulators of TOR pathway RPL19A-GFP in S. cerevisiae; S. cerevisiae RPL19A-GFP strain, flow cytometry, 3 h; hits give low values; percent response vs DMSO, % at 10 µM; actives 0.3% (n = 330,000);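 active = percent response vs DMSO below 50%; inconclusive = fewer than 70 events counted for the yeast strain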;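 also: median channel GFP fluorescence of the barcoded RPL19A-GFP strain; ratio of sample median GFP to plate DMSO average so 100% = DMSO; lower means less RPL19A-GFP as with rapamycin TOR inhibition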
# CIT2-GFP yeast: yeast TOR pathway CIT2-GFP modulation; S. cerevisiae CIT2-GFP strain, flow cytometry, 3 h; 100 means same as DMSO wells; GFP response vs DMSO, % at 10 µM; actives 0.065% (n = 320,000); AID 2029;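 active = GFP response relative to DMSO above a set limit, near the screen mean plus 3 SD, cut at about 150% in these data; inconclusive = Fewer than 70 cells measured for a yeast strain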;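 also: ratio of well median GFP fluorescence to mean of DMSO wells on the plate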
# AHR activator: activators of human aryl hydrocarbon receptor. AHR-responsive luciferase reporter cells, luminescence. activation, % at 5 µM. AID 2796. actives 2.5% (n = 320,000); in the data active = activation above about 47%;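 also: 0% = vehicle wells and 100% = reference agonist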
# Target sequence (P35869 whole entry, looked up): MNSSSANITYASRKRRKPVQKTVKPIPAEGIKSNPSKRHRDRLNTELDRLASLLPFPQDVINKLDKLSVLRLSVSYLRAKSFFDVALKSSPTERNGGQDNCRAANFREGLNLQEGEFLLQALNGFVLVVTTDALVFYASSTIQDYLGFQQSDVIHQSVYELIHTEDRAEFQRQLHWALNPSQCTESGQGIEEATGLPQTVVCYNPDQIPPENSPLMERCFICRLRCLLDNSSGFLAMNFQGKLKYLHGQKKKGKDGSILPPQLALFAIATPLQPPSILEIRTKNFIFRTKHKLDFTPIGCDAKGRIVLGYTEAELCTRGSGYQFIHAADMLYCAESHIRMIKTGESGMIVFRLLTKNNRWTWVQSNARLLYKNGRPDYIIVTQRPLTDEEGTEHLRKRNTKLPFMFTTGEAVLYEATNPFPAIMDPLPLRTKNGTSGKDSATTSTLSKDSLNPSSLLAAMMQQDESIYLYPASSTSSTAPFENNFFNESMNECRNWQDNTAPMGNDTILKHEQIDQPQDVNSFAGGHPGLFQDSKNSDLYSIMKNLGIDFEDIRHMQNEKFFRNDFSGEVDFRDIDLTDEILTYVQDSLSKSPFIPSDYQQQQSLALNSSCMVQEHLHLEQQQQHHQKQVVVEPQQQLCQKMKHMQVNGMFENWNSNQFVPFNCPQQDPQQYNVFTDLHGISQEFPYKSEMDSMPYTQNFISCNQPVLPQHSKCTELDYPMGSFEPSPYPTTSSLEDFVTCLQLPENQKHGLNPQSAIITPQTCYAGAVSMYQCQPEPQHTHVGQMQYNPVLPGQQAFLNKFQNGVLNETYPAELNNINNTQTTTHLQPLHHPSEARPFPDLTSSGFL
# * = called active by the depositor; ? = inconclusive; · = not tested or not shown; [ ] = remark or other dose.
SMILES,Yeast superoxide,Efflux pump mplx,AGP1-GFP MLPCN,LAP4 TOR yeast,MEP2 TOR yeast,RPL19A-GFP yeast,CIT2-GFP yeast,AHR activator
CCc1n[nH]c(=S)n1/N=C/c1ccccn1,117,0.0,103,107,110,108,102,-1
Cc1ccc(Nc2nnc(SCC(=O)Nc3ncc(C(F)(F)F)cc3Cl)s2)cc1,107,0.5,103,95,105,103,106,-1
O=C(O)Cc1ccc(NC(=O)C2CCCCC2C(=O)O)cc1 (configuration not stated),98,0.0,102,100,99,99,99,-1
C#CC(CC)(CC)NC(=O)c1nn(-c2ccccc2Cl)c(C)cc1=O,109,0.0,99,115,96,100,103,4
CCc1ccc(NC(=O)N(CCCN2CCOCC2)Cc2cccs2)cc1,97,0.1,104,95,92,99,90,-1
c1ccc(CSc2nnc3ccc(-c4ccco4)nn23)nc1,87,-0.1,91,97,118,99,92,-2
Cc1cc(C(=O)COC(=O)c2ccc(O)cc2)c(C)n1Cc1ccco1,113,-5.8,14[may fluoresce violet],94[may fluoresce violet],97[may fluoresce violet],99[may fluoresce violet],?,-1
CC(C)(C)NC(=O)CN(C(=O)CNS(=O)(=O)c1ccc(Cl)cc1)c1ccc2c(c1)OCCO2,91,-0.1,83,79,92,86,94,3
CCCN(Cc1nnc(-c2cccs2)o1)C(=O)c1cccc(S(=O)(=O)N2CCOCC2)c1,116,0.2,98,109,105,99,92,3
Cc1cc(C)c(NC(=O)/C(C#N)=C/c2ccc(OCc3ccc(F)cc3)cc2)c(C)c1,109,0.3,94,99,113,96,89,2
COCC(C)n1c(COc2ccccc2F)nnc1SCC(=O)Nc1oc(C)c2c(C)n[nH]c(=O)c12 (configuration not stated),112,-0.1,97,103,96,95,94,6
NC(=O)c1ccsc1NC(=O)c1ccc([N+](=O)[O-])o1,130,0.1,78,94,99,96,91,6
COc1ccc(CNC(=O)c2csc(Cc3ccc(Cl)cc3)n2)cc1,102,0.1,108,123,103,91,108,13
COc1ccc2cc(C(=O)C3CCCN(C(=O)c4snnc4C)C3)ccc2c1 (configuration not stated),109,-0.1,102,111,97,97,91,5
CC(NC(=O)C1CCCN(C(=O)c2ccc(Cl)cc2)C1)c1cccc(C(F)(F)F)c1 (configuration not stated),110,-0.1,114,114,115,120,117,1

# Profiles from above. Order of values: Yeast superoxide, Efflux pump mplx, AGP1-GFP MLPCN, LAP4 TOR yeast, MEP2 TOR yeast, RPL19A-GFP yeast, CIT2-GFP yeast, AHR activator
# Record of CCc1ccc(NC(=O)N(CCCN2CCOCC2)Cc2cccs2)cc1 : 97, 0.1, 104, 95, 92, 99, 90, -1
# Record of Cc1ccc(Nc2nnc(SCC(=O)Nc3ncc(C(F)(F)F)cc3Cl)s2)cc1 : 107, 0.5, 103, 95, 105, 103, 106, -1

# The list goes on:
SMILES,Yeast superoxide,Efflux pump mplx,AGP1-GFP MLPCN,LAP4 TOR yeast,MEP2 TOR yeast,RPL19A-GFP yeast,CIT2-GFP yeast,AHR activator
Cc1ccc(NC(=O)Cn2cc([N+](=O)[O-])nc2C)cc1C,99,0.0,97,98,101,98,95,3
CC(=O)Nc1ccc(CN2CCCCCCC2)cc1,116,-0.1,102,119,103,104,103,-2
Cn1cnc2cc(NC(=O)c3ccco3)ccc21,106,0.0,107,102,110,111,106,5
CCCOc1ccc(N2C(=O)CC(N(CCC)C(=O)CCC(=O)O)C2=O)cc1 (configuration not stated),107,0.0,94,90,102,102,90,3
C#CC(C)(C)NC(=O)c1cnc(-c2ccccc2)nc1-c1ccccc1,103,0.1,98,89,94,101,91,11
CCOC(=O)c1ccc2c(c1)n(CCO)c(C)[n+]2CC,88,0.0,106,101,105,96,103,0
CCc1nc(N2CCN(S(C)(=O)=O)CC2)c2c3c(sc2n1)CCCC3,97,-0.2,102,108,101,98,106,2
CCN(CC)S(=O)(=O)c1cc(OC)c(C)cc1C,90,0.1,101,108,100,98,91,0
CC(=O)NC1=C(N(C)C2CCS(=O)(=O)C2)C(=O)c2ccccc2C1=O (configuration not stated),115,0.2,97,104,107,108,97,11
Cc1nc(SCc2cccc(Oc3ccccc3)c2)n[nH]1,104,-0.2,97,99,100,96,98,5
NC(=O)c1ccc(C(=O)N/N=C/c2cccc(Oc3ccccc3)c2)cc1,98,0.1,89,73,95,112,84,·
Cc1ccc(NC(=O)CCN2C(=O)NC3(CCCC3)C2=O)cc1S(=O)(=O)N1CCOCC1,112,-0.1,97,96,93,92,91,0
CCc1ccccc1N(CC(=O)Nc1cccnc1)S(=O)(=O)c1ccccc1,105,1.9,100,102,101,105,96,5
CCC(CO)Oc1cc(NCc2ccc(Cl)cc2Cl)c2ncn(C(C)C)c2c1 (configuration not stated),98,-0.2,95,99,90,98,85,1
COc1ccc(S(=O)(=O)NC(CC(=O)NCCc2ccc(OC)c(OC)c2)c2ccco2)cc1 (configuration not stated),97,0.0,107,99,108,98,111,2
COc1nn(-c2nc(-c3ccccc3)cc(C(F)(F)F)n2)cc1[N+](=O)[O-],103,0.0,101,99,107,103,86,4
Cc1nc(C(C)NC(=O)c2ccc(OC3CCN(Cc4ccccn4)CC3)cc2)c(C)s1 (configuration not stated),89,0.0,105,98,101,100,98,3
NC(=O)c1nsc(C(=O)N(Cc2ccco2)C(C(=O)NCc2ccccc2)c2ccc(O)cc2)c1N (configuration not stated),99,-0.1,99,91,108,108,100,13
CCc1ccc(-n2c(=S)sc3c(=O)n(-c4ccccc4)c(SCC(=O)O)nc32)cc1,87,-0.2,100,104,116,104,108,1
Cc1ccc2c(c1)N(CCCC(=O)NCCCN1CCCCC1)C(=O)CO2,112,0.2,95,114,100,107,94,0
Cc1cc(C)c(S(=O)(=O)Nn2cnnc2)c(C)c1,83,0.0,103,103,105,103,106,1
Cc1ccc(OCC(=O)Nc2ccccc2Sc2ccc(Cl)cc2)c([N+](=O)[O-])n1,93,-0.1,104,105,99,103,96,2
CCN1C(=O)C(=O)N(CC(=O)N(C)CC(=O)Nc2ccccc2C(F)(F)F)C1=O,78,-0.1,104,96,104,103,111,0
CCCNS(=O)(=O)c1ccc(-n2cnnn2)c(OC)c1,98,0.0,99,101,115,88,100,0
Cc1cccc(-n2c(SCC(N)=O)nc3c(c2=O)C2(CCCCC2)Cc2ccccc2-3)c1,88,0.0,98,96,100,97,99,0
CCCCCCn1c(CN2CCN(CCO)CC2)nc2c1c(=O)n(C)c(=O)n2C,97,0.0,94,91,95,96,93,-2
O=C(COc1ccc(S(=O)(=O)N2CCOCC2)cc1)NC1CC1,120,0.1,103,95,105,103,101,-1
COC(=O)c1nnn(-c2ccc(F)c(Cl)c2)c1C(=O)OC,93,0.1,99,98,105,102,99,-2
CCCOCC1CC2(SC(=Nc3ccc(C)cc3)NC2=O)C(=O)O1 (configuration not stated),84,-0.2,95,94,95,94,90,0
O=C(Nc1ccccc1F)c1ccc(CSc2ccccc2)o1,94,0.0,96,93,97,106,97,4
O=C1c2ccccc2C(=O)N1Cc1cnc(N2CCN(c3ccccc3)CC2)s1,91,-0.2,96,102,95,91,93,2
O=C(NCc1cccs1)c1cccc(S(=O)(=O)N2CCCCC2)c1,106,0.0,91,91,93,90,92,7
COc1ccccc1/C=N/NC(=O)c1cccc(NC(=O)c2ccccc2Cl)c1,117,0.1,97,99,98,89,·,13
O=C(C[n+]1cccc(O)c1)NCc1ccc(Cl)cc1,120,1.4,100,93,87,100,100,0
S=C1NCN(Cc2ccco2)CN1CCc1ccccc1,106,1.0,94,97,106,99,87,-1
OCC1=C[C@@H](O)C2C=CO[C@@H](O[C@@H]3O[C@H](CO)[C@@H](O)[C@H](O)[C@H]3O)C12 (some centres not stated),97,-0.2,107,113,106,100,102,0
COc1ccc(O)c(C2NC(CC(C)C)(C(=O)O)C3C(=O)N(Cc4ccccc4)C(=O)C23)c1 (configuration not stated),89,-0.1,96,98,97,94,100,0
O=[N+]([O-])c1ccc(N2CCOCC2)cc1NCc1ccccc1,80,-0.1,102,116,123,103,100,28
COc1ccc(CC(=O)Nc2nnc(SCC(=O)NCc3ccco3)s2)cc1OC,109,0.0,104,113,135,99,116,0
COc1cccc(/C=N/c2nc3ccccc3[nH]2)c1O,95,-0.1,106,81,107,106,109,9
Cc1ccc(-c2csc(CC(N)=O)n2)cc1,94,-0.1,101,93,98,99,106,0
Cc1c(NC(=O)COC(=O)c2ccc(F)c(S(=O)(=O)N3CCOCC3)c2)c(=O)n(-c2ccccc2)n1C,73,0.0,106,105,104,101,107,4
CCOC(=O)CSc1nc(N)c(C#N)c(-c2ccc(OC)cc2)c1C#N,84,0.0,94,104,95,96,96,1
S=c1[nH]nc(-c2ccccn2)n1/N=C/c1ccc(-c2ccccc2Cl)o1,96,0.0,100,111,109,96,98,4
COc1cc2nc(CC(C)C)n(NC(=O)c3ccccc3)c(=O)c2cc1OC,97,0.0,95,99,100,101,93,0
Cc1ccccc1/C=C/C(=O)c1ccc([N+](=O)[O-])o1,73,-0.2,16[may fluoresce violet],222*[may fluoresce violet],165[may fluoresce violet],67[may fluoresce violet],?,-1
CCCNC(=O)c1c(Cl)cnn1-c1ccc(C)cc1,103,-0.1,97,98,100,99,100,12
O=C(Nc1ccccc1N1CCCC1)C1CC(=O)N(Cc2ccccc2)C1 (configuration not stated),105,-0.1,112,113,106,103,120,7
CCN(CC)CCNc1nc(-c2ccco2)c2c(c1C#N)CC(C)(C)OC2,101,-0.2,95,95,92,93,101,2
O=c1c2cc(N3CCOCC3)ccc2[nH]c(=S)n1Cc1ccccc1Cl,102,-0.2,98,104,93,92,93,6
Cc1cc(C#N)c(SCC(N)=O)nc1-c1ccc(F)cc1,119,0.2,101,92,95,108,99,-2
CCS(=O)(=O)NCC(c1ccco1)N1CCN(c2ccccc2)CC1 (configuration not stated),94,0.0,103,99,97,102,102,-3
COCc1cc(C)[nH]c(=O)c1C(=O)NC12CC3CC(CC(C3)C1)C2,105,0.0,100,90,96,92,109,2
Nc1nn(-c2ccccc2)c(N)c1N=Nc1cccc(F)c1,88,0.3,87,115,104,96,94,1

# Reformatted: 4 of the compounds above.
Cc1cc(C#N)c(SCC(N)=O)nc1-c1ccc(F)cc1
  Yeast superoxide: 119
  Efflux pump mplx: 0.2
  AGP1-GFP MLPCN: 101
  LAP4 TOR yeast: 92
  MEP2 TOR yeast: 95
  RPL19A-GFP yeast: 108
  CIT2-GFP yeast: 99
  AHR activator: -2

CCS(=O)(=O)NCC(c1ccco1)N1CCN(c2ccccc2)CC1 (configuration not stated)
  Yeast superoxide: 94
  Efflux pump mplx: 0.0
  AGP1-GFP MLPCN: 103
  LAP4 TOR yeast: 99
  MEP2 TOR yeast: 97
  RPL19A-GFP yeast: 102
  CIT2-GFP yeast: 102
  AHR activator: -3

COCc1cc(C)[nH]c(=O)c1C(=O)NC12CC3CC(CC(C3)C1)C2
  Yeast superoxide: 105
  Efflux pump mplx: 0.0
  AGP1-GFP MLPCN: 100
  LAP4 TOR yeast: 90
  MEP2 TOR yeast: 96
  RPL19A-GFP yeast: 92
  CIT2-GFP yeast: 109
  AHR activator: 2

Nc1nn(-c2ccccc2)c(N)c1N=Nc1cccc(F)c1
  Yeast superoxide: 88
  Efflux pump mplx: 0.3
  AGP1-GFP MLPCN: 87
  LAP4 TOR yeast: 115
  MEP2 TOR yeast: 104
  RPL19A-GFP yeast: 96
  CIT2-GFP yeast: 94
  AHR activator: 1
